Screening data from PubChem BioAssay.
FLuc counter – qHTS profiling assay for firefly luciferase inhibitor/activator using purifed enzyme and Km concentrations of substrates (counterscreen for miR-21 project). purified FLuc, Km substrates, luminescence inhibition. 6.9% of 360,000 active. Potency, µM (highest dose often 57.5 µM), without a hit: at the top dose activity change, negative = inhibition, usual class: inhibitors; active = well fitted inhibition curve with a large enough effect; inconclusive = small, poorly fitted or top-dose-only effect;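 also: plate controls were vehicle for no effect and reference inhibitor for full effect; nearly all actives have a fitted effect of over 55% in size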
Target sequence (P08659 whole entry, looked up): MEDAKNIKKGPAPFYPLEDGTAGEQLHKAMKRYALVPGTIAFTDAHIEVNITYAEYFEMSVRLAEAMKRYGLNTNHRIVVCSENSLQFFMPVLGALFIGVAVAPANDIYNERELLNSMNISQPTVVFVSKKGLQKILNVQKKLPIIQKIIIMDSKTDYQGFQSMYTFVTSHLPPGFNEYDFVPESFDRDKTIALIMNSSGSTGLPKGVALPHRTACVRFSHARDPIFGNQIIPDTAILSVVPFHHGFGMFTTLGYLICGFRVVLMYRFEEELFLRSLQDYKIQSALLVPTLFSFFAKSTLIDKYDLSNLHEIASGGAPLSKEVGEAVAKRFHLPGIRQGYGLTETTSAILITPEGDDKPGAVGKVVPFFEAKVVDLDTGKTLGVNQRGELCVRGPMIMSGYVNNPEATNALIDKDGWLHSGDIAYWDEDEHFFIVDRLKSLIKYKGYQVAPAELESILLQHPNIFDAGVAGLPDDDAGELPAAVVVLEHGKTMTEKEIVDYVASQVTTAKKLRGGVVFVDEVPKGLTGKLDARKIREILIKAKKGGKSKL
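Purified P. pyralis luciferase (10nM final) with 10uM D-luciferin and 10uM ATP (Km levels) in 50mM Tris acetate pH 7.5, 10mM Mg acetate, 0.01% Tween-20, 0.05% BSA; qHTS 6-point titration, ~60 µM downward; luminescence read.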
Active calls of the source: *; ? = inconclusive. Potency is read from the fitted curve at half-maximal effect. An excerpt; rates above refer to the full screens.

mol,FLuc counter
COc1ccc(CNC(=O)C(=O)NCC(c2cccs2)S(=O)(=O)c2cccs2)cc1 (configuration not stated),-11%
Cn1c(SCc2ccc(F)cc2)nc2ccc(C(=O)NCc3ccc(Cl)cc3)cc21,-8%
COc1cc(NC(=O)c2cn(C3CCCC3)c(=O)c3c2c2ccccc2n3C)cc(OC)c1OC,-10%
COC(=O)c1ccc(NC(=O)Cc2coc3cc(C)ccc23)cc1,2%
Cc1ccc2c(=O)c(C(=O)c3ccccc3)cn(CC(=O)Nc3ccc(C)c(Cl)c3)c2n1,-3%
Cc1ccccc1CNC(=O)c1ccc(CN2CC(=O)N3CCCCC3C2=O)cc1 (configuration not stated),-3%
CC(=O)N1c2ccccc2C(=O)C1N1CCN(c2cccc(Cl)c2)CC1 (configuration not stated),-1%
Cn1c(CNC(=O)CSc2n[nH]c(-c3ccccc3)n2)nc2ccccc21,?
COCCCN1C(=O)c2[nH]nc(-c3ccccc3O)c2C1c1ccc(OC)cc1 (configuration not stated),-5%
CC(NC(=O)c1cccc(NC(=O)c2nsc3ccccc23)c1)c1ccccc1 (configuration not stated),3.8µM*
Cc1ccc(CSCCC(=O)N2CCN(c3cc(C)ccc3C)CC2)cc1,5%
Cc1ccc(C)c(S(=O)(=O)n2nc(C)c(S(=O)(=O)N3CCC(C)CC3)c2C)c1,-16%
COC(=O)c1cnc(NCc2ccc(F)cc2)c2ccccc12,-11%
COc1ccc(CC(=O)Nc2sc3c(c2C(=O)Nc2ccc(C)cc2)CCCCC3)cc1,0%
Cc1cccn2c3c(c(=O)nc12)C(c1cccc(F)c1)CC(=O)N3 (configuration not stated),0%
COc1ccc(-c2ccc(NS(=O)(=O)c3ccc(C(C)=O)cc3)cc2)nn1,-13%
CCOC(=O)c1ccc(NC(=O)c2cn3c4c(ccc(Cl)c4c2=O)OC(C)C3)cc1 (configuration not stated),0%
CC1Cn2c(C(=O)NCCc3ccc(Cl)cc3)cc3cccc(c32)S1 (configuration not stated),-2%
Cc1ccc(NC(=O)CN2C(=O)CSc3ccc(S(=O)(=O)N(C)C)cc32)c(C)c1,-8%
Cc1ccc2onc(CC(=O)N3CCN(c4ccc(Cl)cc4)CC3)c2c1,?
CCn1c(C)c(C)c2cc(C(=O)NCCc3cc(OC)ccc3OC)ccc21,-18%
CC(C)c1ccc(C(=O)Nc2cc(-c3ccccc3F)nn2-c2ccccc2)cc1,-10%
O=C1C2=C(Nc3ccccc3SC2c2ccc(C(F)(F)F)cc2)c2ccccc21 (configuration not stated),3%
O=C(NCc1ccccc1Cl)C1=Cc2cc(Br)ccc2OC1,3%
Cc1ccc(CSCc2ccc(C(=O)NCCc3ccc(Cl)cc3)o2)cc1,-11%
O=C(CCCCCn1c(=O)c2sccc2n(Cc2ccc(Cl)cc2)c1=O)NCc1ccc2c(c1)OCO2,7%
CCOc1ccc(NC(=O)CC2C(=O)N(c3ccc(C)cc3)C(=O)N2CCC2=CCCCC2)cc1 (configuration not stated),-1%
Cc1c(CCNC(=O)c2ccc(C(C)(C)C)cc2)sc2nc(-c3ccc(F)cc3)nn12,-3%
Cc1c(Cl)cccc1Nc1nc2ccc(C(=O)c3ccccc3)cc2n2cnnc12,0%
CCc1ccccc1N1CC(c2nc3ccccc3n2CCCCOc2ccccc2)CC1=O (configuration not stated),3%

mol,FLuc counter
CCOc1ccc(NC(=O)c2cc(S(=O)(=O)N3CCOCC3)ccc2F)cc1,-7%
Cc1ccccc1Nc1c(-c2c[nH]c3ccccc23)nc2cccc(C)n12,2%
COc1ccc(C)cc1S(=O)(=O)NCC(c1ccc(N(C)C)cc1)N1CCc2ccccc21 (configuration not stated),-3%
Cc1ccccc1Nc1c2c(nc3nncn13)CCC2,2%
CC1(C(=O)Nc2cccc(C(F)(F)F)c2)Cc2ccccc2C(=O)O1 (configuration not stated),2%
Cc1cc(C)c2nc(N(Cc3cccnc3)C(=O)c3cccs3)sc2c1,?
COC(=O)c1ccccc1NC(=O)CCc1c(C)nc2cc(-c3ccc(Cl)cc3)nn2c1C,?
CCOc1ccc(CCNC(=O)c2sc3nc4n(c(=O)c3c2C)CCCC4)cc1OCC,-3%
COc1ccccc1-c1cc(C(F)(F)F)nc(S(=O)(=O)CCCC(=O)Nc2ccccc2F)n1,-11%
CCOC(=O)C(Cc1c[nH]c2ccccc12)NC(=O)COc1ccc(Cl)c(C)c1 (configuration not stated),-13%
CCOC(=O)Cn1c(-c2cccs2)cc2cc(Cl)ccc21,-11%
O=C(Nc1cc(-c2nc3ccccc3o2)ccc1Cl)c1cccc2c(Cl)cccc12,-12%
Cc1ccc(NC(=O)CSc2nnc(COc3ccc(Cl)cc3)o2)c(C)c1,-1%
COc1ccc(-c2nc3c(c(SCc4ccc(Br)cc4)n2)Cc2c(CO)cnc(C)c2O3)cc1,-2%
CC(C)c1ccc(CN(Cc2ccco2)c2cnc(S(C)(=O)=O)nc2C(=O)Nc2ccccc2)cc1,-2%
O=S(=O)(NCc1ccccc1Cl)c1ccc(-c2cnc(C3CC3)o2)cc1,-14%
COc1ccc(-n2c(-c3ccc(Cl)cc3)cc3c2CC(C)(C)CC3=O)c(OC)c1,2%
Cc1ccsc1CN(C(=O)c1oc2cc(Br)ccc2c1C)C1CCS(=O)(=O)C1 (configuration not stated),-9%
N#Cc1ccccc1NC(=O)C(=O)NCC(c1cccnc1)N1CCN(c2ccccc2)CC1 (configuration not stated),?
CN(C)C(=O)c1c(NC(=O)c2ccccc2F)sc2c1CCCC2,-5%
CCOc1ccccc1-n1nnc(-c2nc(-c3ccccc3C)no2)c1C,?
COc1cccc(CNC(=O)c2ccc3c(c2)nc2n3CCCCC2)c1OC,?
COc1ccc(CCNC(=O)c2ccc(Cn3c(=O)c4ccccc4n(Cc4ccccc4Cl)c3=O)cc2)cc1OC,-1%
Cc1coc2c1c(C)cc1oc(=O)c(CC(=O)NCc3ccc(Cl)cc3)c(C)c12,-7%
O=C(Nc1ccccc1)N(Cc1ccc(F)cc1)c1ccccn1,-16%
CCCCc1ccc(NC(=O)c2cc3c(=O)n4ccccc4nc3s2)cc1,4%
CCN(CC)C(=O)c1ccc(Nc2nnc(-c3ccc(C)c(S(=O)(=O)NC)c3)c3ccccc23)cc1,-17%
CCOc1ccc(NC(=O)CSC2=Nc3ccccc3C3=NC(CCC(=O)NCc4cccs4)C(=O)N23)cc1 (configuration not stated),1%
CCOC(=O)C1CCN(c2csc3ccc(C)cc3c2=O)CC1,7.6µM*
CC(C)Oc1ccc(CNC(=O)CCCN2C(=O)c3cccnc3Oc3ccc(Cl)cc32)cc1,0%

molecule | FLuc counter
COc1ccc(NC(=O)Cn2c(=O)cc(C)c3c(C)nn(-c4cccc(Cl)c4C)c32)cc1OC | 4%
COc1ccc(NC(=O)CSc2nc(-c3cccs3)cc(C(F)(F)F)n2)c(OC)c1 | -10%
COc1ccc(CC(=O)Nc2ccc3nc(Nc4ccc(OC)cc4)cc(C)c3c2)cc1 | 1%
O=C(CSc1oc(-c2cccs2)nc1S(=O)(=O)c1ccccc1)Nc1ccc(F)cc1 | 2%
COc1ccc(N2CCN(S(=O)(=O)c3csc(C(N)=O)c3)CC2)cc1 | 1%
Cc1ccc(S(=O)(=O)c2nnn3c2nc(NCc2ccccc2)c2sccc23)cc1 | -9%
O=C(O)CC1c2ccccc2CCN1C(=O)Nc1cc(Cl)ccc1Cl (configuration not stated) | ?
COc1ccc(NC(=O)Cn2c(CCC(=O)O)ccc2-c2ccccc2)cc1Cl | -16%

molecule | FLuc counter
NC(=O)c1c(NC(=O)c2cc(-c3ccc(F)cc3)on2)sc2c1CCCC2 | -18%
CCOC(=O)c1ccc(Nc2nc3ccccc3n3c(C)nnc23)cc1 | ?
Cc1cccc(CNC(=O)CN2C(=O)CCn3nc(-c4cn(C)c5ccccc45)cc32)c1 | -14%
CCC1(C)Cc2c(sc3nc(SC)n(-c4ccc(C)cc4)c(=O)c23)CO1 (configuration not stated) | -12%
COc1ccc(OC)c(-c2noc(N3CCN(c4cc(C)ccc4C)CC3)n2)c1 | -8%
COc1ccc(-n2ccnc(NCc3cccs3)c2=O)cc1 | -13%
CCOc1cc(CNC(=O)c2cc(-c3ccc(Cl)s3)nc3ccccc23)ccc1OC | -3%
COc1ccc(-c2cnnn2-c2ccc(NC(=O)c3ccc(S(=O)(=O)N(C)C)cc3)cc2)cc1 | -11%

molecule | FLuc counter
Cc1ccc2c(c1)N(C(=O)N1CCC(C(=O)NCc3cccs3)CC1)CC(C)O2 (configuration not stated) | -2%
CCOc1ccc(S(=O)(=O)Nc2ccc(-c3ccc(N4CCCC4)nn3)cc2)cc1 | 0%
Cc1cc(NS(=O)(=O)c2ccc(NC(=O)COc3c(C)ccc(C)c3C)cc2)nc(C)n1 | ?
Cc1ccn2c(=O)c(C(=O)Nc3ccc(F)c(C(F)(F)F)c3)cnc2c1 | -7%
Cn1cc(-c2cc3n(n2)CCC(=O)N3CC(=O)NCc2ccccc2)c2ccccc21 | -14%
CCOC(=O)c1cccc(NC(=O)c2ccc3nc(Cc4ccccc4)oc3c2)c1 | -17%
COc1cc(NC(=O)CCCN2C(=O)CCn3nc(-c4cn(C)c5ccccc45)cc32)cc(OC)c1 | -2%
CCOc1ccc(C2C(C(N)=O)=C(C)Nc3nc(-c4cccc(Cl)c4)nn32)cc1OC (configuration not stated) | -18%

molecule | FLuc counter
Cc1cc(C(=O)NCc2ccccc2)c2c(C)nn(-c3cccc(Cl)c3C)c2n1 | 17%
CCOc1ccc(NC(=O)c2sc(-n3nc(C)c(CCC(C)C)c3C)nc2C)cc1 | 4%
COc1ccc(/C=C/C(=O)Nc2ccc(Cl)c(Cl)c2)cc1OC | -12%
CCc1ccc(NC(=O)c2ccc(F)c(S(=O)(=O)N3CCC4(CC3)OCCO4)c2)cc1 | -13%
CCOC(=O)c1c(C)[nH]c(C)c1S(=O)(=O)NCC(=O)Nc1cc(C)ccc1OC | 6%
CC(=O)Nc1ccc2nc(SCCOc3ccccc3)sc2c1 | ?
COc1ccccc1CNC(=O)CN1C(=O)CCn2nc(-c3ccccc3)cc21 | -8%
COc1cccc(-c2cc(C(=O)Nc3cnn(Cc4ccc(Cl)cc4Cl)c3)no2)c1 | -4%

The closing 4 entries of the section above come first, to join the parts:
molecule | FLuc counter
CCOC(=O)c1c(C)[nH]c(C)c1S(=O)(=O)NCC(=O)Nc1cc(C)ccc1OC | 6%
CC(=O)Nc1ccc2nc(SCCOc3ccccc3)sc2c1 | ?
COc1ccccc1CNC(=O)CN1C(=O)CCn2nc(-c3ccccc3)cc21 | -8%
COc1cccc(-c2cc(C(=O)Nc3cnn(Cc4ccc(Cl)cc4Cl)c3)no2)c1 | -4%
CCC(=O)N1c2ccc(S(=O)(=O)CCC(=O)NCc3cccc(OC)c3)cc2CC1C (configuration not stated) | -3%
CCOc1ccc(NC(=O)NCCCN2CCN(c3ccc(F)cc3)CC2)cc1 | -2%
COc1ccccc1-c1nnc(C2CCN(C(=O)c3ccc(C)cc3)CC2)o1 | -2%
CCc1ccc(Sc2cc(C(=O)NC(C)CC)c3ccccc3n2)cc1 (configuration not stated) | -12%
CCCn1cc(S(=O)(=O)c2ccc(CC)cc2)c(=O)c2ccccc21 | -2%
CC(=O)c1cccc(NC(=O)CCCSc2nc(-c3ccco3)cc(C(F)(F)F)n2)c1 | 1%
CCCN(CCC)CCCNC(=O)c1sc2nc3n(c(=O)c2c1C)CCC3 | -11%
CCN1CCN(Cc2c(O)ccc3oc(C)c(C(=O)Nc4cccc(Cl)c4C)c23)CC1 | -5%

molecule | FLuc counter
O=C(NC1CC(=O)N(c2ccc(F)cc2)C1)C1CCCC1 (configuration not stated) | -5%
CCCN(C(=O)c1cc2c(=O)n(CC)c3ccccc3c2s1)c1ccccc1F | -12%
Cn1nc(C(=O)NCc2ccc(F)cc2)c2c1-c1ccccc1SC2 | 0%
Cc1cc(NC(=O)c2ccc3c(c2)OCCO3)cc(-c2nc3ccccc3o2)c1O | -10%
CCc1cnc2c(c1SCC(=O)c1ccccc1)c(=O)n(C)c(=O)n2C | 1%
COc1ccccc1N1CCN(c2ccc(=O)n(CC(=O)NCc3ccc(F)cc3)n2)CC1 | -7%
COc1ccc(C(=O)N2CC(=O)Nc3ccc(F)cc3C2c2ccc(F)cc2)c(OC)c1 (configuration not stated) | 1%

Looked up above:
`COc1ccccc1N1CCN(c2ccc(=O)n(CC(=O)NCc3ccc(F)cc3)n2)CC1` in FLuc counter shows -7%
`COc1ccc(C(=O)N2CC(=O)Nc3ccc(F)cc3C2c2ccc(F)cc2)c(OC)c1` (configuration not stated) in FLuc counter shows 1%
`Cc1cc(NC(=O)c2ccc3c(c2)OCCO3)cc(-c2nc3ccccc3o2)c1O` in FLuc counter shows -10%
`Cn1nc(C(=O)NCc2ccc(F)cc2)c2c1-c1ccccc1SC2` in FLuc counter shows 0%
`CCCN(C(=O)c1cc2c(=O)n(CC)c3ccccc3c2s1)c1ccccc1F` in FLuc counter shows -12%
`CCc1cnc2c(c1SCC(=O)c1ccccc1)c(=O)n(C)c(=O)n2C` in FLuc counter shows 1%
`O=C(NC1CC(=O)N(c2ccc(F)cc2)C1)C1CCCC1` (configuration not stated) in FLuc counter shows -5%

Compounds above with bromine:
molecule | FLuc counter
O=C(NCc1ccccc1Cl)C1=Cc2cc(Br)ccc2OC1 | 3%
COc1ccc(-c2nc3c(c(SCc4ccc(Br)cc4)n2)Cc2c(CO)cnc(C)c2O3)cc1 | -2%
Cc1ccsc1CN(C(=O)c1oc2cc(Br)ccc2c1C)C1CCS(=O)(=O)C1 (configuration not stated) | -9%

Reprinted at random: 2 compounds from above, in no set order.
molecule | FLuc counter
Cn1nc(C(=O)NCc2ccc(F)cc2)c2c1-c1ccccc1SC2 | 0%
COc1ccc(C(=O)N2CC(=O)Nc3ccc(F)cc3C2c2ccc(F)cc2)c(OC)c1 (configuration not stated) | 1%
